NPY2 pot ag = human NPY-Y2 potentiation or agonism, primary screen; activation, % at 3.6 µM; P49146; 220,000 tested, 0.45% active; cells expressing NPY-Y2, potentiator/agonist read-out; in the data active = activation above about 27%;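 also: cells stimulated with NPY near EC25 plus isoproterenol at EC100; 0% = vehicle plus submaximal agonist and 100% = vehicle plus saturating agonist; some results beyond the cut were filed as inactive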
Target sequence (P49146 whole entry, looked up): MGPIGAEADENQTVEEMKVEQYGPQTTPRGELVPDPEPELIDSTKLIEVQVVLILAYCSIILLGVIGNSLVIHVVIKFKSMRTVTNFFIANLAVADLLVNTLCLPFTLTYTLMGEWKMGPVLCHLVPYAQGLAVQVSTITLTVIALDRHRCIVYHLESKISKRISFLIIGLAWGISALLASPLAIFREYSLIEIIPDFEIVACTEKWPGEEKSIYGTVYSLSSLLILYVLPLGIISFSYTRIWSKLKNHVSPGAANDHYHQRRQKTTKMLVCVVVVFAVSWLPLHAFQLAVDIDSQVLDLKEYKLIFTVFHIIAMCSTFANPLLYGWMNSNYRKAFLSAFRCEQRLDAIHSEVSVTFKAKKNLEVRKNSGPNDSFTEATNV
BaF3 parental = counter-screen for JAK2V617F inhibitors: parental Ba/F3 viability inhibitors. AID 1486. inhibition, % at 5.6 µM. CellTiter-Glo ATP luminescence. 220,000 tested, 1.1% active;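 active = inhibition above a per-campaign cutoff, the mean inhibition of all tested compounds plus 3 SD, cut at about 27% in these data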;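 also: 0% = DMSO wells and 100% = JAK Inhibitor I control wells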
RBBP9 inhibitor = inhibitors of human serine hydrolase RBBP9 | AID 1515 | 220,000 tested, 0.2% active | inhibition, % at 7.94 µM | O75884 | recombinant RBBP9, FP-Rh probe fluorescence polarization;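 active = inhibition above the campaign mean of all tested compounds plus 3 SD, cut at about 14% in these data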;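 also: plate controls were DMSO wells with RBBP9 for no effect and wells lacking RBBP9 protein for full effect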
Target sequence (O75884 whole entry, looked up): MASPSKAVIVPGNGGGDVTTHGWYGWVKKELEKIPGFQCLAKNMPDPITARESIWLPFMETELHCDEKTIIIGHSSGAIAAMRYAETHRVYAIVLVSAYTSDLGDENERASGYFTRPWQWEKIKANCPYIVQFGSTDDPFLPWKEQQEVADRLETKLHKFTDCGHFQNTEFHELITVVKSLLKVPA
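System: RBBP9 protein / Buffer or medium: Tris/NaCl buffer pH 8.0 with 0.1% Pluronic / Probe or stimulus: Serine-hydrolase probe FP-Rh, 375 nM pre-mixing / Dosing: 7.94 µM single dose, 0.794% DMSO / Times: enzyme-compound preincubation 30 min, then probe labeling 45 min, 25 °C / Technique: fluorescence polarization (mP), excitation 525 nm, emission 598 nm / Replication: singlicate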
NPY-Y1 PAM-ag = human NPY-Y1 potentiation or agonism, primary screen. P25929. NPY-Y1 expressing cells, potentiator/agonist activation. activation, % at 3.6 µM. 220,000 tested, 0.37% active. AID 1304; in the data active = activation above about 33%, passing the limit was not always enough;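 also: cells stimulated with NPY at EC10 then isoproterenol at EC100; 0% = low agonist plus stimulus and 100% = saturating agonist plus stimulus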
Target sequence (P25929 whole entry, looked up): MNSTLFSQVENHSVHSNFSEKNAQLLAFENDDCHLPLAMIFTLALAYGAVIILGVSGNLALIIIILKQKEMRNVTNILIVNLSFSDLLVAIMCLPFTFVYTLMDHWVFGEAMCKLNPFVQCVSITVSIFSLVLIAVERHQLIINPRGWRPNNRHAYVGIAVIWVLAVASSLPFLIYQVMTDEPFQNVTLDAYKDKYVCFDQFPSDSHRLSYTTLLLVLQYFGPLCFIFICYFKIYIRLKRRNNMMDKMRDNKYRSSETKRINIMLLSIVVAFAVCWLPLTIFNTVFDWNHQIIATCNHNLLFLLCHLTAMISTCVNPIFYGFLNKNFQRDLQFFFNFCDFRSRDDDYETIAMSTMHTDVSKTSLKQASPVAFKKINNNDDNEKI
S1P4 antag = human S1P4 receptor antagonism | 220,000 tested, 0.26% active | inhibition, % at 4.98 µM | S1P4-expressing cells, antagonist mode, reporter read-out | O95977; in the data active = inhibition above about 29%;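 also: 0% = wells stimulated with agonist and 100% = vehicle wells without agonist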
Runt-CBFb FRET = blocks binding of human RUNX1 Runt domain to CBFb; Q01196+Q13951; Cerulean-Runt/Venus-CBFb FRET ratio 530/480, 1 h; inhibition, % at 20 µM; 220,000 tested, 0.46% active; AID 1496;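 active = inhibition over about 50% at 20 µM in the single-dose screen, limit read from the data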;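 also: 0% = DMSO wells and 100% = excess unlabeled CBFb competitor control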
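Schedule: protein complex preformed 1 h, compound exposure 1 h, room temperature, dark; test system: Cerulean-labeled Runt domain protein; amount: 100 nM per protein; buffer or medium: Tris 50 mM pH 7.5, KCl, K2SO4, 0.01% BSA; read-out: loss of energy transfer signal; detection: FRET fluorescence; controls: 5 µM unlabeled CBFb as full-inhibition high control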
S1P4 ag = agonists of human S1P4 receptor; S1P4-expressing cell line, agonist reporter assay; activation, % at 4.98 µM; 220,000 tested, 0.35% active; in the data active = activation above about 11%;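 also: 0% = DMSO vehicle and 100% = reference agonist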
NPY Y1 blocker = blocks the human neuropeptide Y Y1 receptor; P25929; HEK293-CNG Y1 cells, membrane potential fluorescence; NPY at EC95, then isoproterenol; inhibition, % at 3.6 µM; 200,000 tested, 1% active;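 active = inhibition above the campaign mean inhibition of all tested compounds plus 3 SD, cut at about 20% in these data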;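 also: 0% = DMSO wells given NPY plus isoproterenol and 100% = isoproterenol alone without NPY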
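Material: HEK293 cells with Y1 receptor plus CNG channel; times: compound incubation 1 h at room temperature, readout 45 min post-stimulation; signal: fluorescence, membrane potential probe; read-out basis: fluorescence ratio normalized to % inhibition between controls; benchmarks: full-block control isoproterenol-only wells, zero-block control NPY plus isoproterenol wells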
Ba/F3 V617F tox = reduce viability of Ba/F3 cells dependent on JAK2V617F; 220,000 tested, 1.1% active; inhibition, % at 5.6 µM; Ba/F3 EpoR-JAK2V617F viability, ATP luminescence; AID 1446;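 active = inhibition above the campaign mean plus 3 SD over all tested compounds, cut at about 24% in these data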;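 also: cytokine-independent growth of Ba/F3 cells driven by EpoR plus mutant JAK2; 0% = DMSO-treated cells and 100% = JAK inhibitor I control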
Starred values were filed as active, the others as inactive; nt = no result given.

SMILES	NPY2 pot ag	BaF3 parental	RBBP9 inhibitor	NPY-Y1 PAM-ag	S1P4 antag	Runt-CBFb FRET	S1P4 ag	NPY Y1 blocker	Ba/F3 V617F tox
O=C(c1noc2c1CCc1ccccc1-2)N1CCCc2ccccc21	-2	3	-4	-16	-15	-1	-0.3	4	2
O=C(Nc1cccc(O)c1)c1ccc(Br)c(S(=O)(=O)N2CCCCC2)c1	-10	4	-2	10	-21	0	0.9	-1	2
Clc1ccc(-c2nc3ccccc3n2OCc2ccccc2)cc1	-8	3	-8	-12	-12	-1	2.0	6	1
COc1ccc(C2NC(=O)NC(c3ccccc3)=C2c2nc3ccccc3s2)cc1 (centres undefined)	-1	3	-8	-23	-13	-4	-3.1	6	-2
CC1CCCN(C(=O)c2sc3cc([N+](=O)[O-])ccc3c2Cl)C1 (centres undefined)	15	0	2	13	11	1	0.1	-6	-5
CC(=O)c1ccccc1C(=O)NCc1cccnc1	-9	5	-8	8	-18	-4	-0.1	5	2
CC(C)[C@H](NC(=O)NCc1ccc(F)cc1)C(=O)O	-9	5	-6	-11	-22	0	1.0	nt	2
Cc1ccc(C(C2C(=O)CC(C)(C)CC2=O)C2C(=O)CC(C)(C)CC2=O)s1	4	1	-8	3	12	12	-1.5	-2	-4
Cc1n[nH]c(C)c1S(=O)(=O)N1CCC(C(=O)O)CC1	-5	3	-4	0	1	-1	0.6	7	-1
CCN(CC)CCNC(=O)c1c(C)n(-c2ccccc2)c2cc(Br)c(OC)cc12	-30	7	-3	-62	-22	2	-0.2	15	2
COC(=O)c1ccc(-n2nnnc2SCC(=O)Nc2ccccc2OC)cc1	9	3	-4	3	-11	-5	1.3	8	-2
Nn1c(SCc2cc([N+](=O)[O-])cc3c2OCOC3)nnc1-c1cccnc1	7	1	-6	13	-17	-1	-0.8	9	-3
O=C(NNS(=O)(=O)c1ccccc1[N+](=O)[O-])c1ccc(O)cc1	3	3	4	17	-25	26	-1.7	2	-2
OCCNc1nc(-c2ccccc2)c2cc(Cl)ccc2n1	-4	7	-6	22	3	49	0.6	-2	-3
Cc1noc(C)c1C(=O)N1CCN(Cc2ccc3c(c2)OCO3)CC1	15	4	-9	-21	-14	0	1.9	-4	-2
CCS(=O)(=O)c1nc(S(=O)(=O)c2ccc(Cl)cc2)c(N2CCc3ccccc3C2)s1	7	2	-2	-5	-7	1	0.3	2	-5
CN1CCN(CC(O)COc2ccc(Cl)cc2)CC1 (centres undefined)	14	3	-1	11	0	2	0.8	-3	-1
O=C(NCCCn1ccnc1)/C(=C/c1ccco1)NC(=O)c1ccccc1	3	0	-5	0	1	nt	0.9	-3	-2
CCC(c1ccccc1)c1nc(-c2ccccn2)no1 (centres undefined)	14	6	-8	2	-17	-3	-0.3	4	-2
Cc1ccccc1S(=O)(=O)Oc1ccccc1C(=O)Oc1ccccc1	9	-2	5	16	-6	-3	1.7	3	-1
COc1cc(OC)cc(C(=O)NC(C(=O)O)C23CC4CC(CC(C4)C2)C3)c1 (centres undefined)	-18	6	-5	-8	21	0	0.5	5	-2
CC1(C)CC(C(CCN(Cc2ccccc2)C(=O)c2ccco2)c2ccc(F)cc2)CCO1 (centres undefined)	-4	6	-3	-18	-19	-10	-0.2	29*	3
COc1ccc(NC(=S)NC2CCN(Cc3ccccc3)CC2)cc1OC	-9	6	-4	-20	4	1	-1.5	0	9
CCOC(=O)N1CCC(NC(=O)CC(NS(=O)(=O)c2ccc(Cl)cc2)c2ccco2)CC1 (centres undefined)	-14	3	-11	11	0	1	0.0	9	-3
O=C(Cn1cnc2c(nnn2Cc2ccccc2F)c1=O)NCC1CCCO1 (centres undefined)	0	0	5	11	-13	-4	0.1	-4	-1
(more compounds)
SMILES	NPY2 pot ag	BaF3 parental	RBBP9 inhibitor	NPY-Y1 PAM-ag	S1P4 antag	Runt-CBFb FRET	S1P4 ag	NPY Y1 blocker	Ba/F3 V617F tox
C/C(=N\N=C1\NC(=O)CC(C(=O)O)S1)c1cccs1 (centres undefined)	-6	2	5	-3	-9	0	-0.2	-5	-1
CCN(CC)CCNc1ncnc2c1sc1nc(N3CCCC3)c3c(c12)CC(C)(C)OC3	-42	12	6	-18	-5	0	-1.2	10	14
CCOC(=O)c1ccc(S(=O)(=O)N2CCC(C(=O)O)CC2)cc1	-3	4	-8	6	-9	1	2.0	-2	0
Cc1ccc(OCC(=O)Nc2ccc(S(=O)(=O)N3CCN(C)CC3)cc2)cc1	12	-1	4	-1	-19	-2	-0.8	4	-2
O=C(/C=C/c1c(Cl)cccc1Cl)N1CCN(c2ncccn2)CC1	-19	-3	5	-20	-8	2	-0.5	4	-5
Cc1cc(=O)oc(C)c1C(=O)NC1CC(C)(C)NC(C)(C)C1	1	2	2	-12	-11	-3	-1.9	2	-3
Cc1csc(SCC(=O)NC(=O)Cc2ccccc2)n1	3	3	-9	15	-27	1	0.6	3	-2
COCCn1c(Sc2nc(C)cs2)nc2c1c(=O)[nH]c(=O)n2C	4	1	-7	10	-1	2	0.7	1	-1
Cc1cccc(-c2nc(C#N)c(NCC3CCCO3)o2)c1 (centres undefined)	14	2	-11	-24	12	-1	0.5	nt	-2
Cc1ccccc1OCc1nc2ccccc2c(=O)n1/N=C/c1cn[nH]c1-c1ccccc1	-8	9	-13	-31	-11	0	1.1	-2	4
Brc1ccc(Sc2cnc3ccccc3n2)cc1	-6	5	-4	16	-5	-3	1.0	1	-2
Cc1c(N2C(=O)C3C4C=CC(C5CC45)C3C2=O)c(=O)n(-c2ccccc2)n1C (centres undefined)	5	-6	-9	3	-24	5	1.1	nt	-2
CC1(C)C(=O)OC(/C=C/c2cccc([N+](=O)[O-])c2)C(C)(C)C1=O (centres undefined)	-11	1	8	10	-5	0	-0.6	nt	0
O=c1cc(O)c2sc(Nc3ccc(F)c(Cl)c3)nc2[nH]1	9	5	-5	0	-12	34	0.7	-1	4
Cc1ccc(S(=O)(=O)N2CCC(C(=O)C3C(=O)CC(C)(C)CC3=O)CC2)cc1	5	2	-4	-13	0	0	-1.1	-1	-3
CCCNC(=O)/C=C/C(=O)O	6	6	-2	19	7	-1	1.0	-3	-1
CNC(=S)NNC(=O)c1sc2cc(C(F)(F)F)cnc2c1-c1cccnc1	-14	1	-10	-2	-4	1	-1.2	2	1
O=C(c1ccc(Cl)cc1Cl)C1(n2cncn2)Oc2ccccc2C1O (centres undefined)	5	-3	-1	18	-21	0	0.9	7	-1
COc1ccc(N2CCN(C(=O)c3ccc4c(=O)n(CCc5ccc(OC)c(OC)c5)c(=O)[nH]c4c3)CC2)cc1	11	5	-6	1	-4	-4	-0.1	3	3
COc1ccc(Nc2cc(=O)n(-c3ccccc3)c3c2c(=O)n(C)c(=O)n3C)cc1	-15	5	-14	0	0	-1	0.9	nt	0
O=C(Cc1c(F)cccc1Cl)Nc1cccnc1	2	4	-10	-18	-15	1	2.5	5	0
Cc1ccn(C)c(=N)c1	7	3	-8	-7	3	-14	-0.7	nt	0
CCOC(=O)c1ccc2c(c1)nc(-c1ccc(F)cc1)c1nccn12	-4	7	-5	-8	-9	-3	-2.0	-2	3
NC1=NC2(CCCCC2)n2c(nc3ccccc32)N1	13	3	-4	-12	-13	2	-1.1	-1	-2
O=C(Nc1cc2cc([N+](=O)[O-])ccc2oc1=O)c1cccs1	7	6	-3	16	-2	-1	-0.3	0	-2

11 structures out of the list, ordered by count of non-hydrogen atoms, descending:
SMILES	NPY2 pot ag	BaF3 parental	RBBP9 inhibitor	NPY-Y1 PAM-ag	S1P4 antag	Runt-CBFb FRET	S1P4 ag	NPY Y1 blocker	Ba/F3 V617F tox
COc1ccc(N2CCN(C(=O)c3ccc4c(=O)n(CCc5ccc(OC)c(OC)c5)c(=O)[nH]c4c3)CC2)cc1	11	5	-6	1	-4	-4	-0.1	3	3
Cc1ccccc1OCc1nc2ccccc2c(=O)n1/N=C/c1cn[nH]c1-c1ccccc1	-8	9	-13	-31	-11	0	1.1	-2	4
CCN(CC)CCNc1ncnc2c1sc1nc(N3CCCC3)c3c(c12)CC(C)(C)OC3	-42	12	6	-18	-5	0	-1.2	10	14
COc1ccc(Nc2cc(=O)n(-c3ccccc3)c3c2c(=O)n(C)c(=O)n3C)cc1	-15	5	-14	0	0	-1	0.9	nt	0
Cc1ccc(S(=O)(=O)N2CCC(C(=O)C3C(=O)CC(C)(C)CC3=O)CC2)cc1	5	2	-4	-13	0	0	-1.1	-1	-3
CCOC(=O)c1ccc2c(c1)nc(-c1ccc(F)cc1)c1nccn12	-4	7	-5	-8	-9	-3	-2.0	-2	3
COCCn1c(Sc2nc(C)cs2)nc2c1c(=O)[nH]c(=O)n2C	4	1	-7	10	-1	2	0.7	1	-1
O=C(Nc1cc2cc([N+](=O)[O-])ccc2oc1=O)c1cccs1	7	6	-3	16	-2	-1	-0.3	0	-2
Cc1csc(SCC(=O)NC(=O)Cc2ccccc2)n1	3	3	-9	15	-27	1	0.6	3	-2
C/C(=N\N=C1\NC(=O)CC(C(=O)O)S1)c1cccs1 (centres undefined)	-6	2	5	-3	-9	0	-0.2	-5	-1
O=C(Cc1c(F)cccc1Cl)Nc1cccnc1	2	4	-10	-18	-15	1	2.5	5	0

(list continues)
SMILES	NPY2 pot ag	BaF3 parental	RBBP9 inhibitor	NPY-Y1 PAM-ag	S1P4 antag	Runt-CBFb FRET	S1P4 ag	NPY Y1 blocker	Ba/F3 V617F tox
COc1ccc(C(=O)COC(=O)c2ccc3ccccc3n2)cc1	-1	4	-6	-24	-5	-3	0.5	4	2
CCCC(=O)NC(=S)Nc1sc2c(c1C(N)=O)CCC2	6	6	0	-8	5	19	1.0	2	3
CC(C)CC(NS(=O)(=O)c1ccc2c(c1)oc(=O)n2C)C(=O)NC1CCCc2ccccc21 (centres undefined)	-2	0	-5	-7	-16	2	-0.8	2	-2
CN(C)C=Nc1ccccc1C1C=NNC1=O (centres undefined)	11	-1	2	12	-14	1	0.8	nt	-2
CCOC(=O)N1CCC(n2c(SCC(=O)Nc3nccs3)nc3ccsc3c2=O)CC1	8	5	-1	17	-5	-4	-1.8	-4	1
COC(=O)C1CCN(S(=O)(=O)c2ccc(NC(C)=O)cc2)CC1	6	1	3	-14	-13	2	1.3	-1	-2

High-throughput results from PubChem.
